MPTP inh: inhibitors of mitochondrial permeability transition pore; isolated mouse mitochondria, Ca2+ swelling absorbance, 30 min; inhibition, % at 10 µM; hit rate 1.4% among 360,000;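 active = inhibition of 50% or more, scaled per plate between neutral and stimulator controls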;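 also: 0% = DMSO wells given calcium and 100% = 1 mM EGTA wells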
The depositor's hits bear a star. Only part of the results is shown; the hit share may differ from the screen's.

SMILES	MPTP inh
CCc1nc2c(OCCC3CCCCC3)cccn2c1N(C)C(=O)COc1ccccc1	-0.1
CCOC(=O)[C@]12CCC=C1N(Cc1cccc3ccccc13)C(=O)[C@H](CC(=O)NCCc1ccccc1OC)C2	-3.9
CC(C)(C)c1ccc(CC(=O)N2CCC2(C)C(=O)NS(=O)(=O)c2ccccc2Cl)cc1 (stereo unspecified)	-0.2
COc1ccc(S(=O)(=O)N(C)C[C@@H]2Oc3cc(Br)ccc3S(=O)(=O)N([C@H](C)CO)C[C@@H]2C)cc1	-0.5
CC1(c2cccc(N)c2)OCCO1	0.5
COCCCN1C(=O)C(CC(=O)NCCN2CCOCC2)CC(C(=O)N(C(C)C)C(C)C)=C1C (stereo unspecified)	0.1
CCC12CC1(C(=O)OC)C(=O)N1CCc3c([nH]c4ccccc34)C12 (stereo unspecified)	-1.4
CN1CCN(c2ncnc3c2ncn3[C@H]2CN(Cc3cccs3)C[C@@H](CO)O2)CC1	0.6
COc1cc2nc3n(c(=O)c2cc1OC)-c1ncccc1C(=O)NC3Cc1ccccc1 (stereo unspecified)	-0.3
CCOc1ccc2[nH]c(=S)sc2c1	-0.3
Cc1ccccc1-c1n[nH]nc1C1=CC(=O)C[C@H](c2ccc(F)cc2)C1	1.9
Cc1ccc(C(=O)NCCN2CCC(n3c(=O)[nH]c4ccccc43)CC2)cc1F	0.6
Cc1ccc([C@@H]2CC(=O)[C@@H]3CN(S(=O)(=O)c4ccc(C)cc4)[C@H](c4ccccc4)C[C@@H]3N2S(=O)(=O)c2ccc(C)cc2)cc1	0.6
CN1CCN(C(=O)c2cccc3c(-c4ccc(F)c(F)c4)coc23)CC1	0.0
CS(=O)(=O)Nc1ccccc1-c1cccc2nccn12	-1.6
O=C(Nc1ccc(Cl)cc1)c1ccc2sc([C@@H]3O[C@H](CO)[C@H](O)[C@H](O)[C@H]3O)nc2c1	-2.0
COc1ccc(C(C)(O)c2nc(-c3ccc(S(C)(=O)=O)cc3)cs2)cc1 (stereo unspecified)	-0.7
CCCCCC(=O)N1C[C@H](O)[C@@H](n2cc(COC(=O)c3ccccc3)nn2)C[C@@H]1c1ccc(C)cc1	-2.4
COC(=O)C1CCN(C2CN(Cc3ccc([N+](=O)[O-])cc3)S(=O)(=O)C2)CC1 (stereo unspecified)	-0.6
CC1(C(=O)NS(=O)(=O)c2ccc(Br)cc2)CCN1C(=O)C1(c2ccccc2)CC1 (stereo unspecified)	-0.1
Cn1ccc2c(N(Cc3ccccc3)Cc3ccccc3)cc3c(c21)C1CCC3C1 (stereo unspecified)	1.6
CCc1nc2ccc(C(=O)Nc3ccc(NC(C)=O)cc3)cn2c1N(C)C(=O)Cc1ccccc1	2.7
Cc1c(Cl)cccc1N1C(=O)CC(Sc2ccccc2N)C1=O (stereo unspecified)	-0.6
CC1(C)CC(=O)C=C(c2ccc(-c3ccc4[nH]ccc4c3)cc2)C1=O	0.3
CCOC(=O)C1(C)CCCCN1C(=O)c1cccs1 (stereo unspecified)	0.0
CC(C)c1ccc(NC(=O)c2ccc(-c3ccnn3C)c3ccoc23)cc1	-1.6
CC1(C(=O)NS(=O)(=O)c2ccccc2Cl)CCN1C(=O)C1CC1 (stereo unspecified)	-0.7
COc1ccc(CCC(=O)OCC(=O)NC2CCCC2)cc1OC	-0.7
Clc1cccc(-c2cccc3nccn23)c1	-0.4
CC1(C(=O)NCC2CC2)Cc2c(-c3cccc(C(N)=O)c3)ccnc2O1 (stereo unspecified)	-0.3
Cc1ccc(OCCC(=O)OCC(=O)NCCNC(=O)COC(=O)CCOc2ccc(C)cc2)cc1	-0.1
CN(C(=O)CSc1nnc(C(F)(F)F)n1C)c1c(N)n(Cc2ccccc2)c(=O)[nH]c1=O	0.7
Cc1ccc(N2CCN(S(=O)(=O)c3c(C)nc4sccn4c3=O)CC2C)cc1 (stereo unspecified)	0.3
CCCN1CCC(C(=O)NC(c2ccc(F)cc2)c2ncccc2C)CC1 (stereo unspecified)	0.5
C[C@@H]1CCCCO[C@H](CN(C)C(=O)Cc2ccccc2)[C@H](C)CN([C@@H](C)CO)C(=O)c2cc(NC(=O)Nc3ccc(F)cc3)ccc2O1	-0.1
CC1=C(C(=O)N(C)C)CC(CC(=O)NC2CCCC2)C(=O)N1Cc1ccccc1 (stereo unspecified)	-0.1
CC[C@@H]1CC2=C(C(=O)OC(C)(C)O2)[C@@H](c2ccc(Cl)cc2)O1	1.3
COc1ccc(C=CC(=O)c2ccc(OCc3ccccc3)c(OC)c2)cc1OC	-0.8
COc1ccc(NC(=O)C2Cc3c(-c4cccc(NC(C)=O)c4)ccnc3O2)cc1OC (stereo unspecified)	-0.1
COC(=O)c1cc(=O)nc(NN=Cc2ccc(OC)cc2)s1	-0.1

Reformatted: entries from further up
canonical_smiles,MPTP inh
COc1ccc(CCC(=O)OCC(=O)NC2CCCC2)cc1OC,-0.7
Clc1cccc(-c2cccc3nccn23)c1,-0.4
CC1(C(=O)NCC2CC2)Cc2c(-c3cccc(C(N)=O)c3)ccnc2O1 (stereo unspecified),-0.3
Cc1ccc(OCCC(=O)OCC(=O)NCCNC(=O)COC(=O)CCOc2ccc(C)cc2)cc1,-0.1
CN(C(=O)CSc1nnc(C(F)(F)F)n1C)c1c(N)n(Cc2ccccc2)c(=O)[nH]c1=O,0.7
Cc1ccc(N2CCN(S(=O)(=O)c3c(C)nc4sccn4c3=O)CC2C)cc1 (stereo unspecified),0.3
CCCN1CCC(C(=O)NC(c2ccc(F)cc2)c2ncccc2C)CC1 (stereo unspecified),0.5
C[C@@H]1CCCCO[C@H](CN(C)C(=O)Cc2ccccc2)[C@H](C)CN([C@@H](C)CO)C(=O)c2cc(NC(=O)Nc3ccc(F)cc3)ccc2O1,-0.1
CC1=C(C(=O)N(C)C)CC(CC(=O)NC2CCCC2)C(=O)N1Cc1ccccc1 (stereo unspecified),-0.1
CC[C@@H]1CC2=C(C(=O)OC(C)(C)O2)[C@@H](c2ccc(Cl)cc2)O1,1.3
COc1ccc(C=CC(=O)c2ccc(OCc3ccccc3)c(OC)c2)cc1OC,-0.8
COc1ccc(NC(=O)C2Cc3c(-c4cccc(NC(C)=O)c4)ccnc3O2)cc1OC (stereo unspecified),-0.1
COC(=O)c1cc(=O)nc(NN=Cc2ccc(OC)cc2)s1,-0.1

(next part)
SMILES	MPTP inh
C=C1C(=O)OCC2C(C(=O)O)=CC3C(C)C(C)=CC123 (stereo unspecified)	0.3
COc1ccc2c(c1)Cc1c-2cc(Br)c(N)c1Br	0.7
COc1ccc(Cl)cc1NC(=O)CCCn1c(=O)c2cccn2c2cccnc21	0.2
C[C@@H]1CN([C@@H](C)CO)S(=O)(=O)c2ccc(Br)cc2O[C@H]1CN(C)C(=O)c1ccc2c(c1)OCO2	-1.3
COCCNc1nc(-c2ccccc2F)c2sc(-c3ccccc3)cc2n1	0.9
Cc1cccc(NC(=O)CNC(=O)[C@H]2O[C@@H](n3ccc(N)nc3=O)[C@H](O)[C@@H]2O)c1C	-0.6
CC1(C)OCC(CNC(=O)c2[nH]c(C(F)(F)F)nc2-c2ccccc2)O1 (stereo unspecified)	-1.2
COC(=O)[C@]12CCCCC=C1N(CCC1=CCCCC1)C(=O)[C@H](CC(=O)NCC1CCCCC1)C2	-0.6
CC(=O)Nc1ccc(C(=O)NNC(=O)c2csc(N3CCOCC3)n2)cc1	0.5
FC(F)(F)c1cc(Cl)c2nc(-c3ccco3)c(Cc3ccccc3C(F)(F)F)n2c1	-0.4
Cc1ccc([C@H]2N[C@]3(CCCN(Cc4ccc(Cl)cc4)C3=O)[C@H]3C(=O)N(Cc4ccccc4)C(=O)[C@@H]23)cc1	-2.2
CCOC(=O)[C@]12CCCC=C1N(Cc1ccc(Cl)cc1Cl)C(=O)[C@H](CC(=O)NCCCN1CCCC1=O)C2	-1.8
CCN(CC)C(=O)C1=C(C)N(CCCN2CCCC2=O)C(=O)C(CC(=O)NCC2CCCCC2)C1 (stereo unspecified)	0.6
CCCCCCn1c(=O)n2n(c1=O)C[C@]1(OC(=O)NC3CC3)CN(S(=O)(=O)c3ccc(C)cc3)C[C@]1(O)C2	0.1
Cc1cccc(C)c1C(O)c1ncc(-c2cccc(C(F)(F)F)c2)[nH]1 (stereo unspecified)	1.9
O=S1(=O)CC(N2CCN(Cc3ccccc3F)CC2)CN1Cc1cn(Cc2ccccc2)nn1 (stereo unspecified)	0.8
O=C(Nc1ccc(F)c(Cl)c1)c1ccc2nc([C@@H]3O[C@H](CO)[C@H](O)[C@H](O)[C@H]3O)[nH]c2c1	-0.1
CCOC(=O)C1=CCC(C(C)(C)C)N(S(=O)(=O)c2ccc(C)cc2)C1 (stereo unspecified)	-0.8
O=C1NC[C@H](CCCCN2C[C@H](Cc3ccc(O)cc3)N(Cc3ccccc3)C(=O)C2=O)N(CCc2ccccc2)C1=O	0.9
CCc1nc2c(OCCOc3ccc(F)cc3)cccn2c1N(C)C(=O)c1ccco1	-0.1
CC1=C(C(=O)N(C(C)C)C(C)C)CC(CC(=O)NC2CCCCC2)C(=O)N1Cc1ccc(F)cc1 (stereo unspecified)	0.8
CC(=O)CC1c2ccccc2C=C(c2ccsc2)N1c1ccc(-c2cccs2)cc1 (stereo unspecified)	2.7
Cc1cccc(C)c1C(O)c1ncc(-c2cccc(F)c2)[nH]1 (stereo unspecified)	1.1
CN(C)CCN1CCN(C2CN(C3CCCC3)S(=O)(=O)C2)CC1 (stereo unspecified)	0.7
O=C1NC[C@H](CCCCN2C[C@H](Cc3ccc(O)cc3)N(CCC3CCCCC3)C(=O)C2=O)N(CC2CCCCC2)C1=O	-2.6
O=S1(=O)CC(N2CCSCC2)CN1Cc1cn(Cc2ccc(C(F)(F)F)cc2)nn1 (stereo unspecified)	-1.4
Cc1c(C(=O)NCc2cccc([N+](=O)[O-])c2)sc(=O)n1Cc1ccc(F)cc1	-1.1
O=C(NCCOc1ccccc1)N1[C@H]2CC[C@@H]1C=C(c1ccc(F)cc1OCc1ccccc1)C2	-0.3
CC(C)(C)Cc1c(-c2ccc(C#N)cc2)nc2c(Cl)cc(C(F)(F)F)cn12	34
Cc1cccc(C)c1NC(=O)C1(C)CSCC(=O)N1Cc1cccs1 (stereo unspecified)	-1.6
COCCN(C(=O)COC(=O)c1c(C)nn(-c2ccccc2)c1C)c1c(N)n(Cc2ccccc2)c(=O)[nH]c1=O	0.0
CC1(C(=O)Nc2cccc(NS(C)(=O)=O)c2)Cc2c(-c3cccc(C(N)=O)c3)ccnc2O1 (stereo unspecified)	-1.7
CCCCCCCCC(=O)c1c(OC)oc(C=O)cc1=O	1.4
CN(Cc1ccccc1)C(=O)[C@@H]1CCCN1	-0.7
CSCCC(C(=O)NC(C)(C)C)n1c(-c2ccc3c(c2)OCO3)nc2ccccc21 (stereo unspecified)	1.2
COc1cccc(NC(=O)C2(C)CCN2Cc2ccc(OC(C)C)cc2)c1 (stereo unspecified)	2.9
CC1(C(=O)NCc2ccc(F)c(F)c2)Cc2c(-c3cccc(C(N)=O)c3)ccnc2O1 (stereo unspecified)	-0.1
COc1ccc(-c2ccc3[nH]c4c(c3c2)CCN2C[C@@H]([C@H](C)OC(=O)Nc3cc(Cl)cc(Cl)c3)[C@@H](N(C)C(=O)Nc3cc(Cl)cc(Cl)c3)C[C@@H]42)cc1	2.0
O=C(Nc1ccn(CCCNCCc2ccccn2)c(=O)n1)OCc1ccccc1	0.3
O=C(Nc1ccccc1F)c1ccc2sc([C@H]3C[C@H](O)[C@@H](CO)O3)nc2c1	0.6
COCCNC(=O)C1(C)CCCN(Cc2ccc(-c3ccccc3)o2)C1 (stereo unspecified)	-0.2
O=C(c1ccccc1)c1nn(-c2ccccc2)c(=O)cc1-c1ccccc1	0.7
Cc1ccc(C)c(NS(=O)(=O)c2ccc(-n3cccn3)cc2)c1	0.8
CN(C)c1ccc(C=C2C=C(c3ccccc3)OC2=O)cc1	1.3
COc1ccc(-c2ccc3[nH]c4c(c3c2)CCN2C(=O)[C@@H]([C@H](C)O)[C@@H](N(C)C(=O)Nc3ccc(F)cc3)C[C@@H]42)cc1	-1.3
COc1cc(C(=O)NC(=S)NCc2ccncc2)cc(OC)c1OC	-0.9
CCCc1c(-c2ccccc2F)ncn1Cc1ccccc1OC	0.2
Cc1ccsc1C(=O)N1CCC1(C)C(=O)Nc1cccc(C#N)c1 (stereo unspecified)	1.1
COC(=O)[C@@]12C[C@@H](CC(=O)NCc3cccc4ccccc34)C(=O)N(CCc3ccc(OC)c(OC)c3)C1=CCC(C)(C)C2	-0.2
CN1C(=O)CON=C1c1cccc2ccccc12	-0.6
COC(=O)c1ccc(C(=O)N2CCCC(C)(C(=O)NS(=O)(=O)C3CC3)C2)cc1 (stereo unspecified)	-0.7
CC(C)c1ccc(NC(=O)Nc2nc(C(N)c3ccccc3)cs2)cc1 (stereo unspecified)	5.4
COc1cc(-c2nnc(COC(=O)c3ccc([N+](=O)[O-])o3)o2)cc(OC)c1OC	-0.8
COC(=O)[C@H]1C[C@@]2(O)CN(S(=O)(=O)c3ccc(C)cc3)C[C@@]2(OC(=O)NCc2ccccc2F)C[C@H]1C(=O)OC	-1.5
O=C(Nc1ccc(Cl)c(Cl)c1)N[C@@H]1CC[C@@H](CCn2cc(C3CCCCC3)nn2)O[C@@H]1CO	2.8
COCCNC(=O)C1(C)CCCN(C(=O)c2ccccc2OC)C1 (stereo unspecified)	-1.6
O=C(NC1CCCC1)C(c1ccccc1)n1c(Cc2cc(F)cc(F)c2)nc2ccccc21 (stereo unspecified)	0.8
Cn1nc(C(C)(C)C)cc1NC(=O)C1(C)CCN1C(=O)CCc1ccccc1 (stereo unspecified)	0.2
COC(=O)[C@]12CCCCC=C1N(Cc1ccc(Cl)cc1Cl)C(=O)[C@H](CC(=O)N1CCSCC1)C2	-1.2
COc1ccc(S(=O)(=O)NC(=O)C2(C)CCN2C(=O)CC2CCCCC2)cc1OC (stereo unspecified)	-0.7

(list continues)
SMILES	MPTP inh
CC[N+](CC)=N/N=C1\C=CC[N+]([O-])=C1	1.1
CCOC(=O)c1c(NC(=O)COC(=O)c2ccc(S(=O)(=O)C(F)F)cc2)sc(C(=O)N(C)C)c1C	-0.1
CCCC(=O)N1CCCC(c2cc(C(=O)NCc3ccc(F)cc3)no2)C1 (stereo unspecified)	0.2
CCCCCCCCN1C(=O)[C@H](CC(=O)NCCCCc2ccccc2)C[C@@]2(C(=O)OC)CCCCC=C12	-2.0
